From PubChem
L3MBTL1 inh – inhibitors of human L3MBTL1; Q9Y468; AlphaScreen L3MBTL1–H3K9me1 peptide binding; Potency, µM (highest dose often 57.1 µM), for the others: top-dose activity, negative = inhibition, actives largely listed as inhibitors; actives 0.66% (n = 230,000); also: nearly all actives have a fitted effect of over 60% in size
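Read-out is AlphaScreen signal from streptavidin donor and nickel chelate acceptor beads (10 ug/mL final each) bridging L3MBTL1 (50 nM) and biotinylated K9-monomethylated H3(1-15) peptide (75 nM), after 30 min compound exposure at room temperature.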
TR SRC2 fluor cs – alters Texas Red total fluorescence, flagging assay interference | TRb/SRC2 Texas Red total fluorescence interference | Potency, µM (series often up to 106 µM), without a hit: at the highest dose fluorescence change, negative = quenching | actives 0.29% (n = 280,000) | AID 1479; active = well fitted curve in either direction with a large enough effect; inconclusive = small, poorly fitted or top-dose-only effect
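Human TRβ ligand-binding domain (0.6 uM) and Texas Red SRC2 peptide (20 nM) in Tris buffer with 1 uM T3 and 5% DMSO were incubated with pinned compound for 5 hr at ambient temperature. Total fluorescence was computed as S + 2P (555/632 nm).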
Tau fibril ThT – tau fibrillization inhibition (ThT binding). P10636. recombinant tau K18 P301L (four-repeat tau fragment), heparin-induced fibrillization, ThT fluorescence. Potency, µM (highest dose often 57.4 µM), without a hit: at the top dose activity, negative = inhibition, actives largely listed as inhibitors. actives 2.1% (n = 270,000). AID 1460; also: nearly all actives have a fitted effect of over 55% in size
Target sequence (P10636 561-689 P618L limits assumed): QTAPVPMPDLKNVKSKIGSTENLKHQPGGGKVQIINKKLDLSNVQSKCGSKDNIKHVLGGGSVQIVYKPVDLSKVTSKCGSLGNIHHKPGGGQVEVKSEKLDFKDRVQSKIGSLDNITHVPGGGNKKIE
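Heparin-induced fibrillization of the P301L-mutant K18 repeat-domain fragment of human tau was followed by ThT binding in quantitative high-throughput format.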
Tau fibril FP – tau fibrillization inhibition (FP). actives 0.39% (n = 280,000). P10636. AID 1468. Potency, µM (top dose mostly 57.7 µM), for inactives: at the highest dose activity, negative = inhibition, most hits filed as inhibitors. K18 P301L tau heparin fibrillization, Alexa594 FP, 6 h; also: nearly all actives have a fitted effect of over 55% in size
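Read-out: fluorescence polarization of Alexa 594-labeled tau (0.24 uM), 555 nm excitation, 632 nm emission. Mixtures held 15 uM unlabeled K18 P301L, compound and 20 uM heparin, pH 7 acetate buffer, incubated 6 hr at 37 C.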
JMJD2E inh – inhibitors of human JMJD2E histone demethylase; B2RXH2; JMJD2E catalytic domain, FDH-coupled NADH fluorescence (FDH is formaldehyde dehydrogenase); Potency, µM (highest dose often 57.1 µM), inactives show at the highest dose activity change, negative = inhibition, actives largely listed as inhibitors; actives 1.6% (n = 230,000); active = well fitted inhibition curve with a large enough effect, not every such curve was filed as active; inconclusive = small, poorly fitted or top-dose-only effect, or another doubt; inactive = no such curve, though single readings can be large or run the other way;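 also: 0% = wells with enzyme and -100% = buffer wells without enzyme; nearly all actives have a fitted effect of over 50% in size; many of its hits are not listed in these tables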
Target sequence (B2RXH2 1-337 limits assumed): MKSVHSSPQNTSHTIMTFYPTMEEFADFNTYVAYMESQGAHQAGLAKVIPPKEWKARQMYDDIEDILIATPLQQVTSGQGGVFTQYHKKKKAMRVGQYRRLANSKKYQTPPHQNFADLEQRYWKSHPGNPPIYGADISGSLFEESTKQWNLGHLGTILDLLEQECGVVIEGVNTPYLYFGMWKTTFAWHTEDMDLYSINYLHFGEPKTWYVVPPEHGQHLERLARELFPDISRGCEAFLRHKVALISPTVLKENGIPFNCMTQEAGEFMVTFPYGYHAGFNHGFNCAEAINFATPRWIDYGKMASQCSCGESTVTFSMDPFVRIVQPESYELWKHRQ
RECQ1 helicase – RECQ1 (human) helicase inhibition; P46063; RECQ1 DNA unwinding, red fluorescence kinetic read; Potency, µM (highest dose often 57.3 µM), without a hit: at the highest dose activity, negative = inhibition, hits mostly inhibitors; actives 0.54% (n = 240,000); AID 2549;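 also: plate controls were vehicle for no effect and no enzyme for full effect; nearly all actives have a fitted effect of over 30% in size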
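RECQ1T1 50 nM; forked duplex (20 bp + 30-nt ss tails) 200 nM, ATP 2 mM final; pH 8.0, 2 mM MgCl2, 2.5 ug/ml poly(dI-dC); 15 min compound preincubation; discontinuous kinetic read over 2 h at RT.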
GoLoco inh red – RGS12 GoLoco-Gai1 interaction inhibition; P63096; Potency, µM (doses to about 61.6 µM), without a hit: at the highest dose activity, negative = inhibition, actives largely listed as inhibitors; actives 0.44% (n = 230,000); AID 880; Gai1:RGS12 GoLoco peptide FP, rhodamine, 10 min; active = well fitted inhibition curve with a large enough effect, not every such curve was filed as active; inactive = no such curve, though single readings can be large or run the other way; also: nearly all actives have a fitted effect of over 30% in size; many of its hits are not listed in these tables
Target sequence (P63096 whole entry, looked up): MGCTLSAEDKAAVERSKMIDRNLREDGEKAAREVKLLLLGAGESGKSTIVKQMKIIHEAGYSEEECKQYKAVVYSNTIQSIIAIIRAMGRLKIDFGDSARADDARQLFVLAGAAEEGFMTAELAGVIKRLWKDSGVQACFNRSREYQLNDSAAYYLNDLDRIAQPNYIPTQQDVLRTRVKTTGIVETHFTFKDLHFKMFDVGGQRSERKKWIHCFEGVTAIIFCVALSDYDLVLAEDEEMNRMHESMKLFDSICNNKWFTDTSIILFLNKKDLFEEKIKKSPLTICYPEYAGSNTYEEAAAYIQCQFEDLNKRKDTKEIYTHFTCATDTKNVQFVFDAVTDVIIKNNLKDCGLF
TRb-SRC2 inh – disrupts binding of human TR beta to SRC2. Potency, µM (titrated, usually from 106 µM), for the others: at the top dose activity change, negative = inhibition, most hits filed as inhibitors. actives 0.065% (n = 280,000). P10828. TRbeta-SRC2 peptide binding, fluorescence polarization; receptor liganded with 1 µM T3. AID 1469;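 also: plate controls were bound peptide for no effect and peptide without receptor for full effect; nearly all actives have a fitted effect of over 50% in size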
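Fluorescence polarization of 20 nM Texas Red SRC2 peptide (20-aa NR interaction domain) bound to 0.6 uM human TRb ligand-binding domain, with 1 uM T3, after 5 hr at ambient temperature; inhibition seen as decreased polarization.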
* hit, by the source's call; i = inactive; ? = inconclusive; nt = no result given; & = joins results of further samples; [ ] = remark or other dose. Unless noted, calls follow the shape of the dose curve; as a rule, active = well fitted curve in the direction sought with a large enough effect; inconclusive = small, poorly fitted or top-dose-only effect, or another doubt; inactive = no such curve, though single readings can be large; an effect the other way counts as inactive or inconclusive. Unless noted, % is scaled to controls: 0 for no effect and ±100 for the full control effect; potency is read from the fitted curve at half-maximal effect.

molecule	L3MBTL1 inh	TR SRC2 fluor cs	Tau fibril ThT	Tau fibril FP	JMJD2E inh	RECQ1 helicase	GoLoco inh red	TRb-SRC2 inh
CC(=O)c1ccc(N2CCN(c3ccc(NC(=O)c4ccc(F)cc4)cc3C(=O)O)CC2)cc1	nt	-3%	?	-7%	nt	nt	nt	4%
Cc1ccccc1Nc1nc(CSc2nnc(-c3ccoc3C)n2C)cs1	-5%	0%	?	-13%	0%	-7%	15%	3%
C[C@@H]1NC(=O)c2cc([N+](=O)[O-])cc(I)c2NCC[C@@H](C(N)=O)NC(=O)[C@H](CC(N)=O)NC1=O	2%	-2%	-3%	1%	-15%	5%	3%	-3%
Cc1ccc(CNc2c(C)c(C)nc3nncn23)cc1	nt	0%	3%	3%	nt	nt	nt	-4%
CCOC(=O)c1ccccc1NC(=O)N1CCN2CCCCC2C1 (stereo unspecified)	nt	-1%	5%	6%	nt	nt	nt	-4%
COc1cc(/C=C/C(=O)Nc2ccc(C)cc2)cc(OC)c1OC	-3%	0%	-13%	-8%	-1%	i	3%	4%
COc1ccccc1NCCC(=O)OCC(=O)NC1CC1	28%	3.5µM*[quencher]	6%	1%	2%	-9%	-11%	?
COc1cccc(CNS(=O)(=O)c2cc(Br)cc3c2N(C(C)=O)C(C)C3)c1 (stereo unspecified)	nt	-1%&0%	-2%&-4%	-6%&3%	-6%	i	6%	2%&-3%
CCc1nc2nc(C)c(NS(=O)(=O)c3ccc(C(C)(C)C)cc3)c(=O)n2[nH]1	nt	-1%	-6%	-2%	nt	nt	nt	-7%
O=C(Nc1ccc(Cl)c(C(F)(F)F)c1)C1CCN(S(=O)(=O)c2cccc3nonc23)CC1	nt	-2%	2%	?	nt	nt	nt	-1%
COc1ccc2nc(NC(=O)CCNC(=O)c3ccccc3Cl)sc2c1	11%	-2%	?	-8%	-3%	-2%	1%	0%
Cc1ccc2c(c1)c1c(n2CC(O)CN2CCC(C)CC2)CCCC1 (stereo unspecified)	?	0%	-14%	8%	?	-6%	-10%	-3%
CCc1cc(-c2n[nH]c(C)c2-c2nc3ccccc3n2C)c(O)c(CN2CCN(C)CC2)c1O	-9%	-3%	-8%	4%	?	i	6%	3%
Cc1ccc(S(=O)(=O)[N-]c2nc3ccccc3nc2-[n+]2cc(C)cc(C)c2)cc1	11%	-3%	-6%	1%	0%	-6%	3%	-3%
c1ccc2c(-c3c[nH]c4ccccc34)c3ccccc3nc2c1	29%	-4%	-15%	?	-6%	-9%	8%	-1%

A draw from above in order of SMILES length, highest first:
molecule	L3MBTL1 inh	TR SRC2 fluor cs	Tau fibril ThT	Tau fibril FP	JMJD2E inh	RECQ1 helicase	GoLoco inh red	TRb-SRC2 inh
O=C(Nc1ccc(Cl)c(C(F)(F)F)c1)C1CCN(S(=O)(=O)c2cccc3nonc23)CC1	nt	-2%	2%	?	nt	nt	nt	-1%
COc1cccc(CNS(=O)(=O)c2cc(Br)cc3c2N(C(C)=O)C(C)C3)c1 (stereo unspecified)	nt	-1%&0%	-2%&-4%	-6%&3%	-6%	i	6%	2%&-3%
COc1ccc2nc(NC(=O)CCNC(=O)c3ccccc3Cl)sc2c1	11%	-2%	?	-8%	-3%	-2%	1%	0%
Cc1ccc(CNc2c(C)c(C)nc3nncn23)cc1	nt	0%	3%	3%	nt	nt	nt	-4%

Further records.
molecule	L3MBTL1 inh	TR SRC2 fluor cs	Tau fibril ThT	Tau fibril FP	JMJD2E inh	RECQ1 helicase	GoLoco inh red	TRb-SRC2 inh
CC(C)NC(=O)CN1CCN(Cc2nc(-c3cccs3)no2)CC1	4%	0%	-5%	-3%	11%	-1%	5%	-9%
O=C(C1=C[C@H](c2ccccc2)C[C@H](OCc2ccc(CO)cc2)O1)N1CCN(Cc2ccc3c(c2)OCO3)CC1	-24%	-1%	-10%	?	-10%	?	6%	-7%
O=S(=O)(c1cnccc1N1CCN(/N=C/c2ccccc2)CC1)N1CCCCC1	-2%	-4%	-10%	?	-6%	-8%	-23%	-14%
Cc1ccc(NC(=O)CSc2nnc3[nH]c(=O)cc(C)n23)cc1Cl	nt	1%	-6%	-5%	nt	nt	nt	-6%
O=C(OCc1ccccc1Cl)c1ccc(-c2nnn(Cc3ccc(F)cc3)n2)cc1	nt	5%	-11%	-2%	nt	nt	nt	-7%
CCC(C)Oc1nc2ccccc2nc1NS(=O)(=O)c1ccccc1 (stereo unspecified)	nt	1%	0%	-1%	?	i	5%	-13%
COC(=O)c1ccccc1NC(=O)/C=N/O	nt	0%	1%	-5%	2%	i	-4%	0%
C=CCNC(=O)COc1ccc(S(=O)(=O)Nc2ccc(OCC)cc2)cc1	-14%	-1%	1%	-3%	0%	2%	-8%	1%
COc1cc(OC)c2c(C)c(Cl)c(=O)oc2c1	0%	-3%	?	2%	?	-6%	-10%	-2%
Cc1ccc(/C=N/NC(=O)CN(Cc2ccccc2)S(=O)(=O)c2ccc3c(c2)OCCO3)cc1	-11%	-1%	2%	-12%	6%	-17%	2%	-1%
COc1ccc2c(c1OC)C(=O)N1N=C(c3ccc(Br)cc3)CC21 (stereo unspecified)	4%	3%	4%	?	-5%	-3%	-2%	-24%
CCN1C(=O)/C(=C\c2ccncc2)SC1=Nc1ccc(C)c(C)c1	-23%	-3%	?	-16%	4%	4%	6%	1%
CCCCN1CCc2nc(N3CCN(c4ncccn4)CC3)ncc2C1	nt	-1%	?	1%	nt	nt	nt	1%
Cc1onc(-c2c(F)cccc2Cl)c1C(=O)c1ccccc1	15%	5%	-14%	-17%	-11%	i	-1%	3%
COC(=O)[C@@]1(Cc2ccc(F)cc2)[C@H]2c3cc(C(=O)N4CCCC4)n(CCc4c[nH]c5cc(F)ccc45)c3C[C@H]2CN1C(=O)c1ccccc1	nt	-4%	-16%	5%	-25%	-8%	12%	-4%

Later entries:
Labels used below – A = L3MBTL1 inh; B = TR SRC2 fluor cs; C = Tau fibril ThT; D = Tau fibril FP; E = JMJD2E inh; F = RECQ1 helicase; G = GoLoco inh red; H = TRb-SRC2 inh
Compound: CC(=O)OCC1OC(C#Cc2ccc(Cl)cc2)C=CC1OC(C)=O (stereo unspecified)
  A = nt	B = -3%&-3%[11.2 µM]	C = -14%&-8%[11.5 µM]	D = 0%&-5%[11.6 µM]	E = nt	F = -4%[11.5 µM]	G = nt	H = 0%&0%[11.2 µM]

Compound: CCc1ccc(NC(=O)CSc2nc(CSc3ccc(C)cc3)cc(=O)[nH]2)cc1
  A = -1%	B = 0%	C = -8%	D = -2%	E = 5%	F = -5%	G = 7%	H = -4%

Compound: O=C(COC(=O)Cc1ccc(S(=O)(=O)N2CCOCC2)s1)Nc1ccc2c(c1)OCO2
  A = nt	B = 5%	C = -4%	D = 8%	E = -12%	F = -18%	G = 10%	H = -13%

Compound: Cc1cc(Nc2cccc(O)c2)c2cccc(Br)c2n1
  A = nt	B = 2%	C = -12%	D = 5%	E = nt	F = nt	G = nt	H = 7%

Compound: Cc1cc(=O)n(Cc2cccc(Cl)c2)c2c1c(C)nn2-c1ccccc1
  A = nt	B = -24%	C = -2%	D = -5%	E = nt	F = nt	G = nt	H = 6%

Compound: O=C(NC(=S)NCCC1=CCCCC1)c1cccnc1
  A = -7%	B = 1%	C = -16%	D = 6%	E = -9%	F = -8%	G = 4%	H = 2%

Compound: C=C(C)Cn1c(SCC(=O)c2ccccc2)nc2sc3c(c2c1=O)CCCC3
  A = nt	B = 8%	C = -5%	D = -4%	E = nt	F = nt	G = nt	H = 1%

Compound: Cc1ccc(/C(O)=C2\C(=O)C(=O)N(c3cc(C)on3)C2c2cccc(Br)c2)cc1 (stereo unspecified)
  A = 44%[activator]	B = -6%	C = 0%	D = -3%	E = 15%	F = -6%	G = 6%	H = -5%

Compound: O=C1OCc2cc(NC(=O)C34CC5CC(CC(C5)C3)C4)ccc21
  A = -4%	B = 0%	C = -8%	D = -11%	E = 15%	F = -1%	G = -9%	H = -1%

Compound: CCC(C)N=C1CC(C)(C)CC(=O)/C1=C(/O)Cc1ccccc1 (stereo unspecified)
  A = -10%	B = -3%	C = -5%	D = 10%	E = -1%	F = 1%	G = 3%	H = -11%

Compound: C/C(=N\NC(=O)c1cccc(S(=O)(=O)Nc2ccccc2Cl)c1)c1ccco1
  A = 30%	B = -2%	C = 2%	D = -6%	E = -3%	F = -2%	G = -5%	H = -5%

Compound: O=C(Nc1ccccc1N1CCOCC1)c1ccc([N+](=O)[O-])cc1
  A = 1%	B = -2%	C = 0%	D = 0%	E = 4%	F = -15%	G = 4%	H = 2%

Compound: Cc1ccccc1NC(C)C(=O)N/N=C/c1c[nH]c2ccccc12 (stereo unspecified)
  A = -15%	B = 0%	C = ?	D = 15%	E = -3%	F = -9%	G = 5%	H = -6%

Compound: CCN(CC)C(=O)Cn1nnc(-c2ccc(C)o2)n1
  A = 5%	B = -7%	C = -22%	D = -13%	E = 4%	F = -2%	G = -10%	H = -4%

Compound: CCOC(=O)N1CCN(c2nc(-c3ccc(F)cc3)cs2)CC1
  A = -13%	B = -2%	C = ?	D = 9%	E = -5%	F = -5%	G = 4%	H = -6%

Compound: CC(C)CCN1CC(C(=O)NCCC2=CCCCC2)CC1=O (stereo unspecified)
  A = 8%	B = 0%	C = -4%	D = 0%	E = 4%	F = -5%	G = 1%	H = 4%

Compound: COC(=O)c1ccc(CC(=O)c2nc3ccccc3s2)cc1
  A = 6%	B = 1%	C = ?	D = -4%	E = -27%	F = -2%	G = 1%	H = -7%

Profiles, looked up by structure:
`CCOC(=O)N1CCN(c2nc(-c3ccc(F)cc3)cs2)CC1` is listed with L3MBTL1 inh = -13%; TR SRC2 fluor cs = -2%; Tau fibril ThT = ?; Tau fibril FP = 9%; JMJD2E inh = -5%; RECQ1 helicase = -5%; GoLoco inh red = 4%; TRb-SRC2 inh = -6%
`CC(C)CCN1CC(C(=O)NCCC2=CCCCC2)CC1=O` (stereo unspecified) is listed with L3MBTL1 inh = 8%; TR SRC2 fluor cs = 0%; Tau fibril ThT = -4%; Tau fibril FP = 0%; JMJD2E inh = 4%; RECQ1 helicase = -5%; GoLoco inh red = 1%; TRb-SRC2 inh = 4%

Not all compounds are listed; rates above refer to the full screens.
